# Compound activity: PubChem, several laboratories
# Rv3671c protease = Rv3671c (M. tuberculosis) protease inhibition | P9WHR9 | hit rate 0.048% among 320,000 | inhibition, % at 5.96 µM; in the data active = inhibition above about 38%;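 also: extracellular domain of Rv3671c used as enzyme; 0% = enzyme with DMSO and 100% = no enzyme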
# BH1578 lux ind = inducers of Vibrio cholerae quorum light production without autoinducers; V. cholerae BH1578 lux reporter, luminescence, 6 h; activation, % at 18.7 µM; hit rate 0.16% among 350,000; AID 588436; in the data active = activation mostly above about 9.7%, no sharp cut-off; inconclusive = no clear call, values can overlap the other calls; inactive = mostly below about 3.7%; also: not every result past the cut was called active; inactives centre near 0; reference of the scale not given here
# MazEF act = MazEF (E. coli) toxin RNase activation; AID 504720; P0AE70; hit rate 0.32% among 350,000; activation, % at 20 µM; FAM/BHQ RNA-DNA oligo cleavage fluorescence, 5 h; in the data active = activation above about 50%
# FBA Mtb inh = inhibitors of M. tuberculosis fructose-bisphosphate aldolase; P9WQA3; purified M. tuberculosis FBA, fluorescence read-out; inhibition, % at 1 µM; hit rate 2.3% among 360,000; AID 588726; in the data active = inhibition above about 27%;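 also: 0% = vehicle and 100% = reference inhibitor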
# Target sequence (P9WQA3 whole entry, looked up): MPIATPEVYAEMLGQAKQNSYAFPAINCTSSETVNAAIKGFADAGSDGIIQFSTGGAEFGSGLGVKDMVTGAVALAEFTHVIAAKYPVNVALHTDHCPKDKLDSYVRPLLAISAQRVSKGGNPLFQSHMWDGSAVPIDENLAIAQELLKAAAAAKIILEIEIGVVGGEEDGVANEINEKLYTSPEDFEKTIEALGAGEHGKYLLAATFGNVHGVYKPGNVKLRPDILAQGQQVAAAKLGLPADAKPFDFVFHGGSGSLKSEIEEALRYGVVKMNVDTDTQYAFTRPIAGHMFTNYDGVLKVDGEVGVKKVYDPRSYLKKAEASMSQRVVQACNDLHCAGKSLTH
# Mtb UGM inh = inhibitors of M. tuberculosis UDP-galactopyranose mutase; P9WIQ1; purified UGM, fluorescence polarization probe displacement; inhibition, % at 10 µM; hit rate 0.06% among 320,000; AID 504406; in the data active = inhibition above about 10%, passing the limit was not always enough; inconclusive = no clear call, values can overlap the other calls
# Target sequence (P9WIQ1 whole entry, looked up): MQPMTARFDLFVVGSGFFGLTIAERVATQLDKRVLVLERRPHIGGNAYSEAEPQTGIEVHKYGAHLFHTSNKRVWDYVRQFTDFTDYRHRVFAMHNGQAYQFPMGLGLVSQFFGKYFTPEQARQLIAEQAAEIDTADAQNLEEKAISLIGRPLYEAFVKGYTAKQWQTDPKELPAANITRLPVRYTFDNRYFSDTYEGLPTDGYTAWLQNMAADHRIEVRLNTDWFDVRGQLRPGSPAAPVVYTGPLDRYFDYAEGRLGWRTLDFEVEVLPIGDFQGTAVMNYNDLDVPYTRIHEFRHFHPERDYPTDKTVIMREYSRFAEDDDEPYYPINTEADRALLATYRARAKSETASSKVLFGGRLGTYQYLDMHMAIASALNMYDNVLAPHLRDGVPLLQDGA
# BioA inh = inhibitors of Mycobacterium tuberculosis BioA enzyme | purified M. tuberculosis BioA enzyme, plate reader | inhibition, % at 9.99 µM | hit rate 0.096% among 360,000; in the data active = inhibition above about 40%; inconclusive = no clear call, values can overlap the other calls
# PriA SSB inh = blocks PriA binding to SSB C-terminal tail. AlphaScreen SSBct-PriA binding, biotinylated peptide. hit rate 0.6% among 430,000. inhibition, % at 33 µM. AID 1272365; in the data active = inhibition mostly above about 37%, no sharp cut-off; inactive = mostly below about 20%;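 also: plate controls were negative control peptide for no effect and reference peptide for full effect; strong numbers were not always called active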
# GDH-TPI counter = inhibits GDH-TPI coupling enzymes, artifact for Mtb FBA screen | GDH-TPI coupled enzyme counterscreen, NADH absorbance | inhibition, % at 4.8 µM | hit rate 1.2% among 360,000; in the data active = inhibition above about 30%;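 also: 0% = DMSO wells and 100% = wells lacking the enzyme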
# VHR inh abs = DUSP3 (human) phosphatase inhibition; recombinant VHR phosphatase, pNPP absorbance; P51452; hit rate 0.52% among 290,000; inhibition, % at 13.3 µM; AID 1654; in the data active = inhibition above about 50%; also: some compounds called inactive have numbers as strong as hits
# Target sequence (P51452 whole entry, looked up): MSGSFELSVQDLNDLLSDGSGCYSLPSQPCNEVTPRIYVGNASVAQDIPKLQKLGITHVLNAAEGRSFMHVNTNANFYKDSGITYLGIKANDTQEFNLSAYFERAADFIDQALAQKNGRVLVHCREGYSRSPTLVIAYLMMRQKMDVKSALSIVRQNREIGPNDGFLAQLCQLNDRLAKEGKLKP
# 3CLpro inhibitor = SARS-CoV 3CLpro protease inhibition; inhibition, % at 6 µM; P0C6X7; hit rate 0.14% among 290,000; recombinant SARS-CoV 3CLpro, quenched FRET peptide cleavage; in the data active = inhibition above about 12%
# The depositor's hits bear a star; i = inactive; ? = inconclusive; · = not tested or not shown; & = joins results of further samples.
SMILES,Rv3671c protease,BH1578 lux ind,MazEF act,FBA Mtb inh,Mtb UGM inh,BioA inh,PriA SSB inh,GDH-TPI counter,VHR inh abs,3CLpro inhibitor
CC1CCCN1CC#CC(O)(c1ccccc1)c1ccccc1 (centres undefined),0,i,7,-2,-0.8,-2.1,-12,-6,13,3
c1ccc(CC(Cc2ccccc2)c2ccccn2)cc1,·,i,-5,-3,·,-0.1,-34,6,·,·
CCN=c1scc(-c2ccco2)n1/N=C/c1ccc(OC)c(O)c1,8,i,4,-1,-0.9,-0.7,·,32*,-3,-6
CCSc1oc(-c2cccs2)nc1S(=O)(=O)c1ccccc1,6,-0.2,-25,0,-1.6,-0.5,2,12,-8,3
CCOC(=O)c1cccc(P(=O)(C(C)(C)C)C(C)(C)C)c1,-2,0.0,1,-6,2.1,·,-13,-4,35,-3
O=c1c2ccccc2nc(SCc2nnc(-c3ccccc3Br)o2)n1Cc1ccco1,-10,1.5,-6,4,-0.8,0.2,5,-3,18,-2
O=C(NCCN1CCOCC1)c1ccc2c(c1)N(Cc1ccccc1)C(=O)CS2,-2,-0.3,2,-7,0.8,-3.9,-1,-8,17,8
Cc1ccc(-c2nc3ccccn3c2Nc2ccccc2)o1,-2,-0.3,-5,108*,2.5,·,4,8,-4,-1
O=C(c1ccc(Cl)c(S(=O)(=O)N2CCCCC2)c1)N1CCCC1,-8,0.5,1,-1,-2.9,2.6,-5,7,-16,-1
CCOc1ccc(CCNC(=O)COC(=O)C2=NNC(=O)CC2)cc1OCC,3,-1.2,1,2,1.4,-0.9,11,8,·,·
Cc1ccc(N(Cc2cc3ccccc3[nH]c2=O)C(=O)c2cccs2)cc1C,-14,-0.3,1,2,·,-1.6,10,5,18,-2
COc1ccc(OCCCC(=O)Nc2ncn[nH]2)cc1,0,-2.3,5,0,1.4,·,5,-2,13,0
CCN(CC)S(=O)(=O)c1cc(-c2nnc(-c3ccc(Br)cc3)o2)ccc1Cl,5,i,-2,0,-0.6,-2.6,3,1,19,2
CCn1c(SCC(=O)NCc2ccccc2)nnc1-c1c[nH]c2ccccc12,5,-0.2,4,-4,·,1.9,-1,-1,25,-8
COC/C=C/C1=CC2=CC(=O)C(C)(OC(=O)C3CCCC3)C(=O)C2=CO1 (centres undefined),-18,-0.3,0,1,-0.7,-0.2,2,0,22,·
COc1cc2ccc(-c3ccc4ccccc4n3)cc2cc1OC,·,-3.1,7,26,·,·,·,21,·,·
Cc1cccc(NC(=O)CSc2nnc(-c3ccc(S(=O)(=O)N4CCCC4)cc3)o2)c1,0,-0.6,1,3,0.6,0.6,5,-3,36,-1
CC(NC(=O)c1ccccc1)C(=O)N/N=C/c1ccco1 (centres undefined),5,-0.2,-10,0,3.2,-0.6,·,4,26,-4
CC1(C(=O)NCc2ccc3c(c2)OCO3)CCN1C(=O)C1(c2ccc(Cl)cc2)CC1 (centres undefined),·,i,·,0,·,-0.1,·,7,·,·
COc1cccc2c1OCC([C@@H]1C[C@H]3CN(Cc4cccc(Cl)c4)C(=O)[C@]34CCCN14)=C2,0,-2.1,-5,2,1.5,0.6,-13,-1,47,-2
CC(C)n1nc(C(=O)OCC(=O)NCCc2ccc(S(N)(=O)=O)cc2)c2ccccc2c1=O,·,i,4,-2,·,-1.0,-3,6,·,·
O=C(Nc1ccccc1)c1cccc(C(F)(F)F)c1,-7,8.9,3,-1,-1.6,·,-9,3,-8,0
COc1ccc(CCn2ccc(O)c(Cc3c(F)cccc3Cl)c2=O)cc1OC,-2,-0.5,3,-2,-0.2,·,11,1,32,1
CCCCn1c(=O)c(C(=O)NC(C)c2ccccc2)c(O)c2ccccc21 (centres undefined),1,i,6,0,-2.0,-1.9,2,11,-23,2
CC(=O)c1c(C)[nH]c(C(=O)COc2ccc(C#N)cc2)c1C,4,-12,-1,-1,0.9,·,-11,-3,11,-5

# Other records
SMILES,Rv3671c protease,BH1578 lux ind,MazEF act,FBA Mtb inh,Mtb UGM inh,BioA inh,PriA SSB inh,GDH-TPI counter,VHR inh abs,3CLpro inhibitor
O=c1[nH]cnc2nc3n(c12)CCCCC3,-2,-3.4,1,0,3.2,-0.9,-14,-2,14,-2
CCOc1cc(/C=N/NC(=O)c2cc3c(ccc4ccccc43)o2)ccc1O,·,i,0,9,-0.5,-4.5,·,44*,9,-5
CCn1c(C)cs/c1=N\S(=O)(=O)c1ccccc1,-5,i,-1,0,0.5,-0.3,·,-2,·,·
CS(=O)(=O)N(CC(=O)NCCSc1ccccn1)c1cccc2ccccc12,-1,-0.2,2,-2,-1.6,1.9,-5,1,-1,2
Cc1cc(=O)oc2cc(OCC(=O)Nc3cccnc3)ccc12,-3,-0.8,13,24,5.3,13,-6,18,·,·
CCCn1c(-c2ccc(OC)cc2)nc2ccccc21,-3,-0.2,6,9,-0.5,1.8,-5,4,26,-1
CCCN1C2=NCCN2c2ccccc21,0,i,7,-2,0.0,-0.6,-13,-6,25,-1
COc1ccc(N2CCN(CC(O)COc3cc(C)ccc3C)CC2)cc1 (centres undefined),-1,-0.6,2,0,4.9,-1.2,20,-13,·,1
C[C@@H](C(=O)CC(=O)OC(C)(C)C)[C@@H](O)c1ccccc1,7,i,4,-2,-1.9,-1.8,-22,-1,13,-5
Cc1ccc(C(=O)Nc2ccc(OCc3ccccc3)cc2)cc1[N+](=O)[O-],-4,2.0,4,6,0.0,0.2,-2,7,6,5
CCOC(=O)c1cnc2c(-c3ccccc3)cnn2c1N,-9,-1.9,3,4,-0.2,-0.2,1,13,40,-1
CCOC(=O)CSc1nnc(-c2ccccc2)c(=O)[nH]1,0,i,4,-1,3.7,-0.8,-6,13,18,-1
Cc1ccc(C2(O)CC(C)N(C)CC2C)cc1 (centres undefined),7,i,8,-5,-0.2,2.7,-12,0,25,-2
Cn1nnnc1SCC(=O)N1CCc2ccccc2C1,-3,·,1,0,-0.2,-4.4,-2,3,32,3
O=C(Nc1ncc([N+](=O)[O-])s1)c1cccs1,4&-4,-0.4&-0.7,-13&-10,-16&-12,3.1&-2.7,-2.3&2.7,2,21&6,13&-14,4&2
O=C(N1CCCCC1)C12CC3CC(CC(C3)C1)C2,13,·,-4,1,-3.2,-0.3,0,-2,-9,1
CN(CC(=O)Nc1ccccc1Cl)C(=O)CSc1nnc(-c2ccco2)n1C,4,-0.7,-1,3,1.9,-0.4,0,5,·,·
Cc1nnc(SCc2ccc(Cl)cc2Cl)[nH]c1=O,-3,1.5,-4,-3,1.0,1.6,-1&-6,11,-18,-3
O=C(O)C1=CC[C@@H](c2ccc(Cl)cc2)N(S(=O)(=O)c2ccc(Cl)cc2)[C@H]1c1ccccc1,1,-0.9,4,2,0.2,3.0,4,6,·,·
COc1ccc(CC(=O)Nc2cc(S(=O)(=O)N3CCOCC3)ccc2N2CCCC2)cc1OC,1,i,-1,3,-0.3,-0.1,0,12,·,·
Cc1ccc(-c2cc(C(=O)NCc3cccnc3)no2)cc1,-7,-0.7,3,0,-6.6,0.1,-7,-6,-8,1
COCCN(CC1CCCN(C2Cc3ccccc3C2)C1)C(=O)CCC(F)(F)F (centres undefined),1,-0.3,0,-1,-0.9,-0.6,-6,-2,44,-1
CCOc1ccc(-c2c(C(=O)N/N=C(\C)c3cccnc3)nnn2-c2nonc2N)cc1,-1,i,2,8,0.8,-0.2,·,9,5,4
COc1ccc(C2C(C(=O)NCCN3CCOCC3)c3ccccc3C(=O)N2C2CCCCC2)cc1 (centres undefined),2,·,4,·,0.0,·,2,·,-5,1
CC(C)[C@H](N)c1cn([C@@H](CO)C(=O)N2CCNCC2)nn1,-7,i,1,3,-3.6,-1.0,-12,4,·,·

# (next part)
SMILES,Rv3671c protease,BH1578 lux ind,MazEF act,FBA Mtb inh,Mtb UGM inh,BioA inh,PriA SSB inh,GDH-TPI counter,VHR inh abs,3CLpro inhibitor
Cc1cc(NC(=O)COC(=O)c2cc(S(=O)(=O)N3CCOCC3)ccc2N2CCCCC2)no1,4,·,5,-1,2.2,0.7,0,14,6,-3
COc1ccccc1C(=O)OCCNC(=O)Cn1cnc2c1c(=O)n(C)c(=O)n2C,-13,i,-3,6,-0.1,-2.3,-22,7,13,0
CC1(C(=O)NS(=O)(=O)c2ccccc2C(F)(F)F)CCN1C(=O)c1cccc(F)c1 (centres undefined),·,i,·,0,·,0.5,·,7,·,·
COc1ccccc1NC(=S)N(Cc1ccccn1)Cc1ccccc1Cl,-1,0.5,-11,-3,1.1,-0.2,1,-13,8,1
Cn1cc(-c2csc(C(O)(c3ccccc3)C(F)(F)F)n2)cn1 (centres undefined),·,-0.3,·,1,·,-0.3,·,-1,·,·
O=C(Nc1ccc(F)c(Cl)c1)C1CCN(S(=O)(=O)c2cccnc2)CC1,-3,-0.3,5,3,0.1,?,-2,11,6,-1
CC1(C(=O)NS(=O)(=O)c2ccccc2Cl)CCN1C(=O)COc1ccc(Cl)cc1 (centres undefined),·,-1.3,·,-2,·,-2.3,·,-4,·,·
Cc1cccc(N2CC(C(=O)Nc3ccc4c(c3)OCCO4)CC2=O)c1C (centres undefined),-3,-0.3,-29,3,1.3,0.9,-8,0,-7,1
CCOc1cc(-c2noc(-c3ccncc3)n2)cc(Br)c1OC,1,i,9,0,0.8,-3.0,-18,6,41,-3
O=c1c2ccccc2sn1-c1nccs1,·,i,-8,2,·,·,-8,14,22,-2
O=c1c2ccccc2cnn1Cc1n[nH]c(=S)n1-c1ccc(Cl)cc1,12,-0.4,-10,1,-0.8,·,-12,-2,-8,0
COc1ccc(/C=C2\SC(=S)N(CCCC(=O)Nc3cc(C)on3)C2=O)cc1OC,5,-0.1,150*,-2,1.4,-0.3,-6,3,10,8

# Some of these compounds in order of length of the SMILES, high to low.
SMILES,Rv3671c protease,BH1578 lux ind,MazEF act,FBA Mtb inh,Mtb UGM inh,BioA inh,PriA SSB inh,GDH-TPI counter,VHR inh abs,3CLpro inhibitor
CCN(CC)S(=O)(=O)c1cc(-c2nnc(-c3ccc(Br)cc3)o2)ccc1Cl,5,i,-2,0,-0.6,-2.6,3,1,19,2
COCCN(CC1CCCN(C2Cc3ccccc3C2)C1)C(=O)CCC(F)(F)F (centres undefined),1,-0.3,0,-1,-0.9,-0.6,-6,-2,44,-1
CCCCn1c(=O)c(C(=O)NC(C)c2ccccc2)c(O)c2ccccc21 (centres undefined),1,i,6,0,-2.0,-1.9,2,11,-23,2
CCSc1oc(-c2cccs2)nc1S(=O)(=O)c1ccccc1,6,-0.2,-25,0,-1.6,-0.5,2,12,-8,3
Cc1ccc(-c2cc(C(=O)NCc3cccnc3)no2)cc1,-7,-0.7,3,0,-6.6,0.1,-7,-6,-8,1
COc1cc2ccc(-c3ccc4ccccc4n3)cc2cc1OC,·,-3.1,7,26,·,·,·,21,·,·
O=C(Nc1ccccc1)c1cccc(C(F)(F)F)c1,-7,8.9,3,-1,-1.6,·,-9,3,-8,0

# Some of the compounds tested (hit frequency here may not be typical).
